From PubChem
GPR55 beta-arrestin – selective activators of receptor GPR55 – imaging, U2OS cells, beta-arrestin-GFP redistribution, primary screen (AID 1961). U2OS GPR55 beta-arrestin-GFP redistribution imaging; higher % means a stronger effect. one-dose activation, % at 10 µM; EC50 in µM for titrated hits. hit rate 0.048% among 290,000;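 active = activation above 40% with more than 50 cells counted in the well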;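 also: U2OS osteosarcoma cells stably expressing GPR55 and beta-arrestin-GFP; plate controls were DMSO negative control for no effect and LPI positive control for full effect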
HIV peptide binding – cell-free HIV fusion peptide-binding blockers – biochemical, uHTS, fluorescence dequenching, primary screen (AID 1986); cell-free peptide binding, fluorescence dequenching, 30 min; higher % means a stronger effect; one-dose inhibition, % at 20 µM; IC50 in µM for titrated hits; hit rate 0.3% among 290,000; in the data active = inhibition mostly above about 52%, no sharp cut-off; inactive = mostly below about 76%; also: some results filed as inactive read as strong as hits
KOR beta-arrestin-1 – KOR agonists, beta-arrestin recruitment, primary screen, cell-based, luminescence, uHTS (AID 1777). KOR beta-arrestin recruitment, luminescence; higher % means a stronger effect. activation, % at 10 µM, or EC50 in µM where a hit was titrated. hit rate 0.02% among 280,000; in the data active = activation above about 50%, passing the limit was not always enough; also: a part of the inactive calls stands beside numbers as strong as those of hits
KOR beta-arrestin-2 – KOR antagonists, beta-arrestin recruitment, cell-based, luminescence, uHTS (AID 1778). KOR beta-arrestin recruitment, luminescence, antagonist mode; higher % means a stronger effect. one-dose inhibition, % at 10 µM; IC50 in µM for titrated hits. hit rate 0.091% among 290,000; in the data active = inhibition above about 50%; also: strong numbers were not always called active
GPR55 antagonists – inhibition of LPI-stimulated GPR55 beta-arrestin translocation – imaging, U2OS, beta-arrestin-GFP, LPI agonist, primary screen (AID 2013) | U2OS GPR55 beta-arrestin-GFP translocation imaging, LPI antagonism; higher % means a stronger effect | one-dose inhibition, % at 10 µM; IC50 in µM for titrated hits | hit rate 0.13% among 290,000;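 active = spots per cell inhibited over 60%, with over 100 cells counted and total cytoplasm intensity under 500,000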;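 also: U2OS cells stably carrying GPR55 and arrestin-GFP stimulated by 5 µM LPI near EC80; imaged beta-arrestin-GFP aggregate spots per cell after agonist stimulation; plate controls were LPI-stimulated DMSO wells for no effect and DMSO wells without LPI for full effect; some results filed as inactive read as strong as hits; confirmed hits need IC50 under 10 µM and bright autofluorescent wells are also inconclusive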
NOD1 NF-kB reporter – inhibition of NOD1-driven NF-kB reporter – cell-based, luminescence, uHTS, primary screen (AID 1578) | NOD1-driven NF-kB luciferase reporter cells, luminescence; higher % means a stronger effect | inhibition, % at 4 µM; hits with a dose series show EC50 in µM | hit rate 1% among 290,000; in the data active = inhibition mostly above about 36%, no sharp cut-off; inactive = mostly below about 34%;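 also: HEK-293T reporter cells stimulated with the NOD1 agonist gamma-tri-DAP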
GPR35 arrestin U2OS – inhibition of zaprinast-stimulated GPR35 beta-arrestin translocation – imaging, U2OS, beta-arrestin-GFP, zaprinast agonist, primary screen (AID 2058); inhibition, % at 10 µM, or IC50 in µM where a hit was titrated; U2OS GPR35 beta-arrestin-GFP translocation imaging, zaprinast antagonism; higher % means a stronger effect; hit rate 0.052% among 290,000;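 active = inhibition of at least 50% with at least 30 cells and total cytoplasm GFP at most 10,000,000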
West Nile virus CPE – inhibition of WNV-induced cytopathic effect – cell-based, CPE readout (AID 1621); West Nile virus-infected cells, CPE inhibition; higher % means a stronger effect; CPE inhibition, % at 10 µM, or IC50 in µM where a hit was titrated; hit rate 0.02% among 290,000; in the data active = a potency from the dose series; also: strong numbers were not always called active
NS5 inhibitors – Dengue-2 NS5 methyltransferase inhibitors, primary screen, biochemical, confirmation dose response (AID 588689); Dengue-2 NS5 methyltransferase capping enzyme assay, biochemical; higher % means a stronger effect; inhibition, % at 25 µM; hits with a dose series show IC50 in µM; hit rate 0.3% among 340,000; in the data active = a potency from the dose series
NS5 inhibitors pilot replicate – recorded beside NS5 inhibitors, whose call it bears; inhibition, %; measured here: pilot screen replicate inhibition
* = called active by the depositor; x = not tested or not shown; [ ] = another dose, or the depositor's remark. Not all compounds are listed; rates above refer to the full screens.

SMILES	GPR55 beta-arrestin	HIV peptide binding	KOR beta-arrestin-1	KOR beta-arrestin-2	GPR55 antagonists	NOD1 NF-kB reporter	GPR35 arrestin U2OS	West Nile virus CPE	NS5 inhibitors	others
Cc1cccc(NC(=O)c2ccccc2Br)n1	1.2%	0.5%	-4.2%	-17%	-9%	-10%	18%	-0.1%	-2%
O=C(O)CCSc1nnc(-c2ccccc2)n1-c1ccccc1	0.2%	-3.1%	-1.2%	-11%	-11%	-4%	-12%	0.3%	-2%	NS5 inhibitors pilot replicate=3.6
Cc1ccsc1/C=N/NC(=O)c1ccccn1	-0.3%	-0.7%	2.0%	10%	-5%	-30%	-3%	0.5%	0%
O=C(CCSc1nnc(-c2ccco2)o1)Nc1ccccc1	-0.1%	-0.7%	3.6%	-8%	11%	-8%	-10%	0.1%	-5%
O=C1c2cccc3c(N4CCOCC4)c([N+](=O)[O-])cc(c23)C(=O)N1c1cccc2ccccc12	-0.3%	-3.0%	13%	-20%	6%	38%	-2%	0.6%	4%
C/C(=N\NC(=O)c1ccc(NS(=O)(=O)c2cccs2)cc1)c1cccs1	0.3%	-0.9%	0.1%	2%	11%	-32%	2%	-0.6%	-4%
COc1cccc(NC(=O)CN2C(=O)COc3ccc(S(=O)(=O)N4CCOCC4)cc32)c1	-0.1%	-0.5%	-1.6%	-10%	4%	-15%	11%	0.0%	3%
Cc1ccc(S(=O)(=O)n2nc(-c3ccco3)nc2N)cc1	-0.2%	-1.2%	0.4%	-6%	13%	-18%	-6%	0.8%	-3%
COC(=O)Cn1c(=NC(=O)C(C)(C)C)sc2c(C)cc(C)cc21	-0.3%	1.1%	-5.0%	-23%	4%	-30%	10%	0.3%	5%
COCCN(C(=O)c1csnn1)C(C(=O)NC1CCCCC1)c1ccc(Cl)cc1 (stereo unspecified)	0.2%	-1.0%	-1.8%	-9%	16%	-4%	13%	-0.7%	3%
O=C(c1ccco1)N1CCCN(Cc2nc(-c3cccs3)no2)CC1	-0.1%	-1.2%	x	-3%	-12%	35%	15%	-0.2%	-8%
CC(C)C(c1nnnn1C1CCCC1)N1CCc2ccccc21 (stereo unspecified)	-0.2%	-1.2%	2.5%	9%	5%	5%	-12%	-1.1%	4%	NS5 inhibitors pilot replicate=-3.0
CCCCCC[n+]1c(-c2ccc(Cl)cc2Cl)csc1Nc1ccccc1	-0.1%	-1.8%	-1.1%	20%	8%	4%	6%	0.0%	-11%
CCN(CC)C(=O)COc1ccc2c(-c3ccc(OC)cc3)cc(=O)oc2c1	-0.2%	-0.4%	-5.3%	-4%	6%	-29%	-1%	0.6%	-5%	NS5 inhibitors pilot replicate=0.0
Nc1c(Cl)cc(-c2csc(NCCc3nc4cc(Cl)c(Cl)cc4n3CCCO)n2)cc1Cl	-0.3%	4.0%	-3.5%	-38%[20 µM]	-10%	4%	3%	0.9%	-4%
O=C(Nc1ccccn1)c1sc2cc([N+](=O)[O-])ccc2c1Cl	-0.2%	0.3%	2.1%	-9%	9%	-96%	4%	-1.1%	-6%
COc1ccc(CCn2c(N3CCN(C)CC3)nc3c2c(=O)[nH]c(=O)n3C)cc1	-0.2%	-1.5%	-5.1%	22%	6%	6%	2%	0.3%	-3%
C/C(=N\NC(=O)CNc1cccc(C(F)(F)F)c1)c1cccc(Br)c1	-0.2%	-0.4%	0.1%	14%	0%	7%	-14%	1.2%	-8%
COC(=O)c1ccccc1NC(=O)c1cnn2c(C(F)F)cc(C3CC3)nc12	0.2%	-0.6%	0.5%	-3%	-17%	5%	-6%	0.7%	x
O=C(NC(CC(=O)N1CCN(c2ccccc2)CC1)c1ccccc1)c1ccccc1Cl (stereo unspecified)	-0.1%	0.8%	1.3%	15%	12%	-14%	-24%	-1.0%	-1%
Cc1ccc(NC(=S)N(Cc2cccs2)Cc2cc3cccc(C)c3[nH]c2=O)cc1	-0.2%	0.3%	-1.4%	18%	4%	-25%	3%	-0.5%	-5%
CC1(C)CC(=O)C2=C(C1)OC(N)=C(C#N)C2c1cc2c(cc1[N+](=O)[O-])OCO2 (stereo unspecified)	1.2%	38%	-5.0%	35%	1%	-7%	8%	-0.5%	0%
COc1ccc2nc3sc(C(=O)NCCCN4CCc5ccccc5C4)cc3cc2c1	-0.6%	-1.9%	0.7%	-3%	8%	-30%	14%	0.0%	-5%
Cc1ccccc1OCC(=O)Nc1ccc([N+](=O)[O-])cc1	0.1%	1.7%	1.7%	-41%[20 µM]	-6%	-42%	8%	-0.4%	-9%	NS5 inhibitors pilot replicate=-6.1

Arranged by length of the SMILES (highest first): part of the list above
SMILES	GPR55 beta-arrestin	HIV peptide binding	KOR beta-arrestin-1	KOR beta-arrestin-2	GPR55 antagonists	NOD1 NF-kB reporter	GPR35 arrestin U2OS	West Nile virus CPE	NS5 inhibitors	others
COc1ccc(CCn2c(N3CCN(C)CC3)nc3c2c(=O)[nH]c(=O)n3C)cc1	-0.2%	-1.5%	-5.1%	22%	6%	6%	2%	0.3%	-3%
COC(=O)Cn1c(=NC(=O)C(C)(C)C)sc2c(C)cc(C)cc21	-0.3%	1.1%	-5.0%	-23%	4%	-30%	10%	0.3%	5%
CCCCCC[n+]1c(-c2ccc(Cl)cc2Cl)csc1Nc1ccccc1	-0.1%	-1.8%	-1.1%	20%	8%	4%	6%	0.0%	-11%
O=C(c1ccco1)N1CCCN(Cc2nc(-c3cccs3)no2)CC1	-0.1%	-1.2%	x	-3%	-12%	35%	15%	-0.2%	-8%
CC(C)C(c1nnnn1C1CCCC1)N1CCc2ccccc21 (stereo unspecified)	-0.2%	-1.2%	2.5%	9%	5%	5%	-12%	-1.1%	4%	NS5 inhibitors pilot replicate=-3.0
Cc1ccsc1/C=N/NC(=O)c1ccccn1	-0.3%	-0.7%	2.0%	10%	-5%	-30%	-3%	0.5%	0%

The listing picks up, starting two compounds before the break.
SMILES	GPR55 beta-arrestin	HIV peptide binding	KOR beta-arrestin-1	KOR beta-arrestin-2	GPR55 antagonists	NOD1 NF-kB reporter	GPR35 arrestin U2OS	West Nile virus CPE	NS5 inhibitors	others
COc1ccc2nc3sc(C(=O)NCCCN4CCc5ccccc5C4)cc3cc2c1	-0.6%	-1.9%	0.7%	-3%	8%	-30%	14%	0.0%	-5%
Cc1ccccc1OCC(=O)Nc1ccc([N+](=O)[O-])cc1	0.1%	1.7%	1.7%	-41%[20 µM]	-6%	-42%	8%	-0.4%	-9%	NS5 inhibitors pilot replicate=-6.1
O=C(O)C1C2C=CC(C2)C1C(=O)NCc1ccoc1 (stereo unspecified)	0.1%	15%	-2.9%	7%	3%	-15%	1%	x	5%
CCOC(=O)N1CCC(NC(=O)C(NC(=O)C2CCC(C)CC2)C(C)CC)CC1 (stereo unspecified)	-0.2%	-0.2%	1.4%	11%	-2%	13%	6%	x	x
COc1ccc(-n2nc(C(=O)NCC(=O)N3CCCCCC3)c3ccccc3c2=O)c(OC)c1	0.1%	0.6%	-2.4%	-4%	14%	-8%	11%	0.2%	-13%
O=C(Oc1ccc(C(=S)N2CCOCC2)cc1Cl)c1ccccc1F	-0.3%	-0.4%	3.9%	-34%[20 µM]	-1%	-52%	-7%	-0.3%	-8%
COc1ccc(C2CC(=O)C(C=NCCO)=C(O)C2)cc1 (stereo unspecified)	-0.3%	4.0%	0.3%	33%[20 µM]	3%	6%	9%	0.6%	5%
C=CCOc1ccc2c(OC)c3ccoc3nc2c1OC	0.0%	-0.6%	-2.7%	10%	5%	-11%	10%	1.6%	-13%
CCCCCCOc1ccc(C(=O)NCCCn2ccnc2)cc1	-0.3%	1.9%	-2.3%	-43%	-7%	-15%	-2%	-0.6%	-5%
CCN1CCN(CCCNC(=O)c2ccccc2NC(=O)C2=C(C)OCCS2)CC1	-0.1%	-2.2%	-0.3%	9%	9%	15%	20%	1.1%	-8%
CN(C)/C=C1/N=C(c2ccccc2)OC1=O	0.6%	-0.6%	0.5%	-19%	-1%	-3%	-16%	0.1%	-2%
O=C(CCCC(=O)NCCc1ccccc1)NCCc1ccccc1	-0.2%	0.1%	0.2%	-5%	-2%	-26%	3%	0.2%	-3%
Cc1ccc(NC(=O)CN(C)C(=O)CSc2nc3ccccc3o2)cc1	-0.1%	0.7%	-2.7%	7%	-11%	-22%	3%	x	4%
CC(C)C[C@H](NC(=O)c1ccc(OC2CCN(C(=O)C3CC3)CC2)cc1)C(N)=O	-0.3%	1.5%	1.6%	-28%	3%	-32%	5%	0.6%	-7%

Quoted at random: 2 entries already listed
SMILES	GPR55 beta-arrestin	HIV peptide binding	KOR beta-arrestin-1	KOR beta-arrestin-2	GPR55 antagonists	NOD1 NF-kB reporter	GPR35 arrestin U2OS	West Nile virus CPE	NS5 inhibitors	others
COc1ccc(-n2nc(C(=O)NCC(=O)N3CCCCCC3)c3ccccc3c2=O)c(OC)c1	0.1%	0.6%	-2.4%	-4%	14%	-8%	11%	0.2%	-13%
O=C(CCCC(=O)NCCc1ccccc1)NCCc1ccccc1	-0.2%	0.1%	0.2%	-5%	-2%	-26%	3%	0.2%	-3%

New compounds follow:
SMILES	GPR55 beta-arrestin	HIV peptide binding	KOR beta-arrestin-1	KOR beta-arrestin-2	GPR55 antagonists	NOD1 NF-kB reporter	GPR35 arrestin U2OS	West Nile virus CPE	NS5 inhibitors	others
N#Cc1ccccc1CN1C(=O)NC(Cc2c[nH]c3ccccc23)C1=O (stereo unspecified)	0.0%	-0.4%	-5.2%	15%	10%	-24%	-11%	-0.1%	2%
COc1ccc(NC(=O)c2cc(S(=O)(=O)N3CCCC3)oc2C)cc1	0.0%	-0.6%	2.1%	-15%	6%	0%	7%	-0.9%	2%
Cc1ccccc1C(=O)Nc1ccnn1C1CCN(C(=O)c2ccoc2)CC1	0.3%	-1.1%	0.7%	6%	17%	-29%	-19%	-0.2%	3%
CSc1ccc(OC2CCN(Cc3ccccc3)CC2)cc1	0.5%	0.7%	-0.2%	-11%	22%	-22%	0%	-0.5%	-6%
C=CCn1c(C)cc(C(=O)CSc2nnc(NC(C)C)s2)c1C	0.2%	-1.1%	1.7%	9%	-4%	3%	2%	0.2%	-11%
O=C(c1ccc(Cl)cc1)c1oc2ccccc2c1CS(=O)(=O)c1ccccc1	-0.2%	50%	7.4%	-27%	-1%	-5%	10%	2.0%	-6%
COc1ccc(OCc2nc(N)nc(Nc3cccc(C)c3C)n2)cc1	-0.2%	0.4%	-2.4%	3%	4%	-7%	9%	0.0%	5%
O=C(NCC(=O)N(c1cccc(F)c1)C(C(=O)NCC1CCCO1)c1ccccc1)c1ccco1 (stereo unspecified)	-0.2%	0.8%	-3.5%	-11%	11%	-4%	6%	-0.3%	-8%
Cc1cc(C(=O)N/N=C/c2cc([N+](=O)[O-])ccc2O)c2ccccc2n1	-0.1%	14%	0.0%	-16%	-1%	-34%	-9%	-0.4%	-8%
